Source: PubChem
aSyn yeast rescue: rescues yeast growth from alpha-synuclein toxicity. S. cerevisiae alpha-synuclein toxicity rescue, BacTiter-Glo growth, 24 h. Potency, µM (series often up to 46.1 µM), without a hit: at the highest dose growth rescue (activation), usual class: activators. AID 1347070. 94,000 tested, 0.02% active; active = well fitted activation curve with a large enough effect; note: 0% is about no effect
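Growth restoration measured by BacTiter-Glo luminescence after 24 hr at 30 deg C; alpha-synuclein yeast, raffinose-pregrown to mid-log, were added at OD600=0.02 in galactose medium onto pinned compounds.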
* hit, by the source's call; [ ] = another dose, or the depositor's remark. Potency is the fitted concentration of half-maximal effect. Not all compounds are listed, so the mix of outcomes need not match the whole.

structure | aSyn yeast rescue
CCc1ccccc1-n1c(N)c(C(=O)OC)c2nc3ccccc3nc21 | -8%
CN1CCN(c2oc(-c3ccc(COc4ccc(Cl)cc4)o3)nc2C#N)CC1 | 8%
O=C(CSCc1cnn(-c2ccccc2)c1-n1cccc1)NCc1ccccc1F | -4%
Cc1ccc(-n2c(SCC(=O)Nc3ccc4c(c3)OCCO4)nc3c([nH]c4ccccc43)c2=O)cc1 | -5%
CC(C)COc1ccc(C(=O)Nc2cccc(-c3nc4ccccc4[nH]3)c2)cc1 | -39%[inhibitor]
OCCC1CN(C/C(Cl)=C/c2ccccc2)CCN1C1CCCC1 (stereo not given) | -2%
COc1ccccc1CC(=O)Nc1ccc2nc(Nc3cccc(Cl)c3)cc(C)c2c1 | -18%
COc1cc(OC)c(OC)cc1/C=C/c1nc2cc3ccccc3cc2c(=O)n1-c1ccccc1Br | -8%
Cc1cccc(-n2c(C)nc3cc(C(=O)NCCN4CCOCC4)ccc32)c1 | 5%
CCOC(=O)c1cnc2c(C)c(Cl)ccc2c1Nc1ccc(N2CCOCC2)cc1 | -13%
Cc1cc(NC(=O)C(C)Oc2ccc(Cl)cc2Cl)no1 (stereo not given) | -27%
COc1nnc(-c2ccc(N3CCCCC3)c(NC(=O)c3ccc(Cl)cc3)c2)c2ccccc12 | -8%
CCn1c(SCC(=O)Nc2nccc(C)n2)nc2ccccc21 | 7%
COCOCCn1cc(CN2CCS(=O)(=O)N(Cc3ccc(-c4ccc(OC)c(OC)c4)cc3)C(C)C2=O)nn1 (stereo not given) | 0%
O=C(COc1nsnc1N1CCOCC1)Nc1ccc([N+](=O)[O-])cc1 | -10%
O=C(C1CCN(S(=O)(=O)Cc2ccccc2)CC1)N1CCN(c2cccc(C(F)(F)F)c2)CC1 | -5%
CCCCc1c(O)nc(SCC(=O)c2ccccc2)n(-c2ccccc2)c1=O | 5%
Cn1nc2c3ccccc3n(Cc3ccccc3)c2nc1=S | -2%
COc1ccc(OC)c(NC(=O)c2cn(CC(C)C)c(=O)c3cc(OC)c(OC)cc23)c1 | 7%
CCOC(=O)c1ccc(N=c2sc(C(=O)OC)cc(=O)n2-c2ccc(C(=O)OCC)cc2)cc1 | 1%
O=C(CCN1CCN(CCO)CC1)Nc1ccc(Br)cc1 | 6%
CCOC(=O)c1c(C)[nH]c(C)c1S(=O)(=O)NCC(=O)Nc1ccc(C)cc1C | -5%
Oc1[nH]c2ccccc2c1N=Nc1nc(Nc2ccccc2)nc(N2CCOCC2)n1 | -9%
CCCSc1nc2sc3c(c2c(=O)n1CC)CC(C)(C)OC3 | 9%
COc1ccc(OC)c2c1sc(=NC(=O)C1COc3ccccc3O1)n2C (stereo not given) | 3%
O=C(CN1C(=O)CC(c2ccco2)Sc2ccccc21)Nc1cccc(C(F)(F)F)c1 (stereo not given) | -4%
CCOC(=O)c1[nH]c(C)c(CCC(=O)Nc2ccc(C(C)=O)cc2)c1C | -5%
COc1cc(OC)cc(C(=O)Nc2ccc3c(c2)N(C2CCCC2)C(=O)c2ccccc2S3)c1 | -4%
CCN(CCCNC(=O)c1cc(Nc2ccc(OC)cc2)nc2ccccc12)c1cccc(C)c1 | 6%
O=C1OC(Cc2ccccc2)(c2ccccc2)c2ccccc21 (stereo not given) | 12%

Next compounds.
structure | aSyn yeast rescue
Cc1nc2ccc(S(=O)(=O)N(C)CC(=O)Nc3ccc(C(C)C)cc3)cc2s1 | -6%
COc1ccc(-c2noc(Cn3c(=O)c4ccccc4n(CC(=O)Nc4cccc(OC)c4)c3=O)n2)cc1 | -4%
CCSc1nnc(NC(=O)c2nc3nc(C)cc(C)n3n2)s1 | 5%
CCC[C@H]1CN(Cc2cccnc2)C(=O)[C@@H]1CC(=O)Nc1ccc(Br)cc1 | -5%
COc1ccc(CCN2CC(C(=O)NCc3cn(C)nc3C)CCC2=O)cc1 (stereo not given) | 2%
O=C(Cc1cccs1)N1CCN=C1SCc1ccccc1Cl | -7%
CN(C)S(=O)(=O)c1cccc(C(=O)N2CCN(S(=O)(=O)c3ccc4c(c3)OCCO4)CC2)c1 | -8%
C[C@H]1CN([C@@H](C)CO)C(=O)CCCn2cc(nn2)CO[C@@H]1CN(C)S(=O)(=O)c1ccc(Cl)cc1 | -3%
N#Cc1ccc(S(=O)(=O)NC[C@H]2O[C@@H](n3ccc(N)nc3=O)[C@H](O)[C@@H]2O)cc1 | -9%
CCCCCNC(=O)c1ccc2c(=O)n(CCc3ccccc3)c(=O)[nH]c2c1 | -1%
Cc1cncn1CCc1nc2c3ccccc3nc(SCC(=O)Nc3ccc(F)cc3)n2n1 | 3%
Cc1cccc(-c2ccc3[nH]c4c(c3c2)CCN2C[C@@H]([C@H](C)OC(=O)Nc3ccccc3C)[C@@H](N(C)C(=O)Nc3ccccc3C)C[C@@H]42)c1 | -19%
CCc1ccccc1Nc1nn2c(=O)c3ccc(C(=O)NC(C)c4ccccc4)cc3nc2s1 (stereo not given) | 5%
COc1ccc(CCNc2nc(SCc3cccc(F)c3)nc3ccccc23)cc1OC | -2%
COc1ccc(CCNC(=O)C(=O)NCC2OCCN2S(=O)(=O)c2ccc(C)cc2)cc1OC (stereo not given) | -1%
O=C(C1CCC1)N1CCN(S(=O)(=O)c2ccc(Br)cc2Cl)CC1 | 10%
O=C(NC1CCS(=O)(=O)C1)/C(=C\c1ccco1)NC(=O)c1ccccc1 (stereo not given) | -1%
COc1ccccc1NC(=O)COC(=O)Cn1c(C)csc1=O | -3%
CCOC(=O)N1CCc2c(sc3nc(SC(C)C)n(N)c(=O)c23)C1 | 1%
COc1cccc(C(=O)NCc2cn3ccsc3n2)c1 | 12%
Cc1ccccc1-c1nc(SCC(=O)NCC2CCCO2)c2c(=O)n(C)c(=O)n(C)c2n1 (stereo not given) | -13%
COc1ccc(-c2c(C)nn3c(-c4ccccc4)cc(-c4ccccc4)nc23)cc1OC | 5%
Cc1cc(C)c2oc(-c3cc(NC(=O)Cc4ccccc4)ccc3Cl)nc2c1 | 7%
Cc1ccc(OCC(=O)N2CCC3(CC2)CC(=O)c2ccccc2O3)cc1 | 7%
COc1ccc(CCNC(=O)C(=O)NCC2OCCN2S(=O)(=O)c2ccc(Cl)cc2)cc1OC (stereo not given) | -10%
CC(=O)N/C(=C/c1ccc(OS(=O)(=O)c2ccc(C)cc2)cc1)C(=O)Nc1ccc(C(=O)O)cc1 | -2%
CC(=O)N1CCc2cc(C(=O)CN3CCC(C)CC3)ccc21 | -7%
COCc1cc(N2CCOCC2)nc(-c2ccccc2)n1 | -4%
CCOC(=O)/C(C#N)=C\c1c(OCC)n(CC)c2ccccc12 | -24%
O=C(CSCc1ccc(F)cc1)NCc1ccc(F)cc1 | 7%

By substructure: those above with a Cl atom (eleven)
structure | aSyn yeast rescue
CN1CCN(c2oc(-c3ccc(COc4ccc(Cl)cc4)o3)nc2C#N)CC1 | 8%
OCCC1CN(C/C(Cl)=C/c2ccccc2)CCN1C1CCCC1 (stereo not given) | -2%
COc1ccccc1CC(=O)Nc1ccc2nc(Nc3cccc(Cl)c3)cc(C)c2c1 | -18%
CCOC(=O)c1cnc2c(C)c(Cl)ccc2c1Nc1ccc(N2CCOCC2)cc1 | -13%
Cc1cc(NC(=O)C(C)Oc2ccc(Cl)cc2Cl)no1 (stereo not given) | -27%
COc1nnc(-c2ccc(N3CCCCC3)c(NC(=O)c3ccc(Cl)cc3)c2)c2ccccc12 | -8%
O=C(Cc1cccs1)N1CCN=C1SCc1ccccc1Cl | -7%
C[C@H]1CN([C@@H](C)CO)C(=O)CCCn2cc(nn2)CO[C@@H]1CN(C)S(=O)(=O)c1ccc(Cl)cc1 | -3%
O=C(C1CCC1)N1CCN(S(=O)(=O)c2ccc(Br)cc2Cl)CC1 | 10%
Cc1cc(C)c2oc(-c3cc(NC(=O)Cc4ccccc4)ccc3Cl)nc2c1 | 7%
COc1ccc(CCNC(=O)C(=O)NCC2OCCN2S(=O)(=O)c2ccc(Cl)cc2)cc1OC (stereo not given) | -10%

Going on with the list.
structure | aSyn yeast rescue
O=C(Nc1ccc(F)cc1Cl)c1ccc2c(=O)n3c(nc2c1)CCC3 | 5%
CCc1ccc(OC(C)C(=O)Nc2c(C(=O)c3ccccc3)oc3ccccc23)cc1 (stereo not given) | -2%
CN(CC(=O)Nc1ccccc1Br)C(=O)c1cccc(S(=O)(=O)NCc2ccccc2)c1 | -7%
O=C(CSc1nc2ccccc2s1)Nc1ccc(Cl)c(C(=O)O)c1 | 1%
COc1ccc(C2c3cc(OC)c(OC)cc3CC(=O)N2c2cccc(C#N)c2)cc1 (stereo not given) | -6%
Cc1cccc(N(CC(=O)NCCSc2ccc(Cl)cc2)S(C)(=O)=O)c1C | 28%
Cc1cccc(OCC(=O)NCCCNC(=O)c2ccc(C)nc2)c1 | 4%
CC(C1CC1)N(Cc1ccccc1)C(=S)Nc1cccc(C(F)(F)F)c1 (stereo not given) | -12%
CCN(CC)C(=O)Cn1ncc2c([nH]c3ccccc32)c1=O | -7%
Cc1ccc(NC(=O)CN2C(=O)COc3ccc(S(=O)(=O)N4CCCCCC4)cc32)c(C)c1 | -3%
CCOc1cc(CNC(=O)CCCn2c(=O)c3cccn3c3cccnc32)cc(OCC)c1OCC | 1%
Cc1ccc(C)c(S(=O)(=O)NC2CCS(=O)(=O)C2)c1 (stereo not given) | 4%
CSc1cccc(NC(=O)CN2CCN(Cc3ccccc3C)S2(=O)=O)c1 | -1%
O=C(Cn1cnc2cc([N+](=O)[O-])ccc2c1=O)Nc1ccccc1-c1ccccc1 | -3%
O=C(Nc1cc(-c2nc3cc(Cl)ccc3o2)ccc1Cl)c1ccco1 | 7%
Cc1nc2ccc(S(=O)(=O)Nc3ccc(-c4nc5cccnc5s4)cc3)cc2s1 | -4%
COc1ccc(C(=O)NCCS(=O)(=O)NC(C)c2ccccc2)cc1 (stereo not given) | 7%
CC(C)NC(=O)Cn1c(=O)nc(-c2ccccc2)c2ccccc21 | 4%
Cc1ccc(NC(=O)c2ccc(NC(=O)N3CCSc4ncccc43)cc2)c(Cl)c1 | 1%
COc1ccccc1CNC(=O)CN(Cc1ccc(Cl)cc1)S(C)(=O)=O | -4%
Cc1cccc(N(C)S(=O)(=O)c2nnc(NC(=O)C3CCCCC3)s2)c1 | -4%
COc1ccc2c(c1)c1c(c(=O)n(-c3ccccc3)c(=O)n1CC(=O)Nc1ccc(F)cc1)n2C | 7%
COc1cc(OC)c(NC(=O)c2cnn(-c3cccc(Cl)c3C)c2C2CCN(C(=O)OC(C)(C)C)CC2)cc1Cl | 3%
O=C(c1c[nH]c2ccccc2c1=O)N1CCCCCC1 | -4%
COc1cc(OC)c(NC(=O)Nc2ccc3c(c2)N(C)C(=O)c2ccccc2S3)cc1Cl | -7%
Cc1ccc2nc(-c3ccncc3)cc(C(=O)Nc3ccc4c(c3)OCCO4)c2c1 | 3%
CCc1ccc(-n2c(-c3ccccc3)c(C)n3c4c(=O)n(C)c(=O)n(C)c4nc23)cc1 | -6%
CC1CC(C)CN(C(=O)CSc2nnc(-c3ccc(Cl)cc3)o2)C1 (stereo not given) | -4%
CCN(C(=O)CSc1nnc(-c2ccc(Cl)cc2)o1)c1ccccc1 | 12%
COc1cccc(N2CCN(C(=O)c3cc4c(=O)n(Cc5cccs5)ccc4nc3C)CC2)c1 | 7%

Given with each value named: entries from further up
> O=C(Nc1ccc(F)cc1Cl)c1ccc2c(=O)n3c(nc2c1)CCC3
  aSyn yeast rescue: 5%

> CCc1ccc(OC(C)C(=O)Nc2c(C(=O)c3ccccc3)oc3ccccc23)cc1 (stereo not given)
  aSyn yeast rescue: -2%

> CN(CC(=O)Nc1ccccc1Br)C(=O)c1cccc(S(=O)(=O)NCc2ccccc2)c1
  aSyn yeast rescue: -7%

> O=C(CSc1nc2ccccc2s1)Nc1ccc(Cl)c(C(=O)O)c1
  aSyn yeast rescue: 1%

(continued)
structure | aSyn yeast rescue
O=C(O)CNC(=S)NCc1ccccc1 | 0%
C=CCc1cc(/C=C/c2nc(O)c([N+](=O)[O-])c(=O)[nH]2)cc(OC)c1O | -5%
O=Cc1cnc(N2CCOCC2)nc1 | 1%
COc1ccc(NC(=O)CSc2nc(-c3ccccc3)[nH]c2-c2ccccc2)cc1OC | -5%
O=C1Nc2ccccc2C1(O)Cc1ccccn1 (stereo not given) | 15%
CCn1c(=O)n(-c2ccc(C)c(F)c2)c(=O)c2sc3ccccc3c21 | -3%
COc1ccc2c(c1)Cc1sc(NC(=O)c3cccc(Cl)c3)nc1-2 | -11%
CCOc1ccccc1N1CCN(C(=O)c2ccc(NS(=O)(=O)c3ccc4[nH]c(=O)[nH]c4c3)cc2)CC1 | -6%
C[C@@H]1CN([C@@H](C)CO)C(=O)CCCn2nncc2CO[C@@H]1CN(C)S(=O)(=O)c1cccc(C#N)c1 | -9%
CC(C)c1nc2sc3c(SCCN(C)C)ncnc3c2c2c1CCC2 | -22%
O=C(O)c1ccc(COc2ccccc2/C=C2\NC(=O)N(Cc3ccccc3F)C2=O)cc1 | 11%
CCn1c(SCC(=O)Nc2ccccc2)nc2c([nH]c3ccccc32)c1=O | 2%
CN(C)C(=O)c1ccc(Nc2nc(-c3cccs3)nc3ccccc23)cc1 | -2%
COC(=O)Cc1[nH]c(Cl)nc1C(N)=O | 8%
CC1CCN(CCC(=O)Nc2ccc(Cl)cc2)CC1 | 1%
O=C(NCc1ccc(F)cc1)C(=O)NCC1OCCN1C(=O)c1ccc(Cl)cc1 (stereo not given) | -4%
CCCCn1c(N)c(N(CCC(C)C)C(=O)CCN2C(=O)C3CC=CCC3C2=O)c(=O)[nH]c1=O (stereo not given) | -14%
Cc1ccc(-n2cc(-c3ccccc3)c3c(NC4CCCC4)ncnc32)cc1 | -8%
